Screening data: PubChem BioAssay, Sanford-Burnham Center for Chemical Genomics
EphA4 KYL inhibition: EphA4 ligand-binding antagonists – biochemical, colorimetric, mouse EphA4, primary screen (AID 689) | one-dose inhibition, % at 10 µM; IC50 in µM for titrated hits | 0.1% of 62,000 active | EphA4-AP binding to KYL peptide, pNPP A405; higher % means a stronger effect; in the data active = a potency from the dose series; inactive = the rest, 99 in 100 with inhibition below about 22%
An asterisk follows results filed as active; & = joins results of further samples. A portion of the library, so the mix of outcomes need not match the whole.

SMILES | EphA4 KYL inhibition
O=C(NCc1ccco1)C1CCN(C(=O)c2cc3sccc3n2Cc2ccc(Cl)cc2)CC1 | -7%
Cc1cc(C)c(C#N)c(SCC(=O)c2cc(C)n(CCc3ccccc3)c2C)n1 | 0%
O=[N+]([O-])c1ccc(N2CCCCC2)cc1N1CCOCC1 | -11%
Cc1ccc(N=C(NO)c2ccc(Cl)cc2Cl)cc1 | -13%
NC(=O)Cn1cnc(-c2ccccc2)c1 | -49%
COc1cc(C(=O)N2CCC(NC(=O)C(Cc3ccccc3C)NC(C)=O)CC2)cc(OC)c1OC (stereo unspecified) | -3%
Fc1ccccc1CSc1nc2ncccc2[nH]1 | 4%
CN1CCN(c2ccccc2NC(=O)COc2ccc(Br)cc2)CC1 | -16%
O=C(/C=C/c1ccc(Cl)cc1)Nc1ccc(Cl)cn1 | 4%
CCOc1cc(CNCCc2ccc(S(N)(=O)=O)cc2)cc(Cl)c1OCc1ccccc1 | -5%
COc1ccc(C2C(C(=O)Nc3ccccc3OC)=C(C)Nc3ncnn32)cc1 (stereo unspecified) | -1%
CCCCN1Cc2cc(C(=O)c3cc(OC)ccc3O)cnc2NC1=O | 4%
CC(=O)c1cc(C)ccc1OC(=O)CCN1C(=O)C2C3c4ccccc4C(c4ccccc43)C2C1=O (stereo unspecified) | -6%
Cc1ccc(S(=O)(=O)Nc2ccc(Oc3ccccc3)cc2)cc1[N+](=O)[O-] | 8%
Cc1ccc(CNC(=O)C2(NC(=O)Nc3ccc(C)cc3)CCCCC2)cc1 | 5%
CCOc1cc(N2CCOCC2)c(OCC)cc1NC(=O)Cc1cn2ccsc2n1 | -4%
CCOc1ccc(NC(=O)c2cnn(-c3ccccc3)c2NC(=O)c2ccc(C)cc2)cc1 | 3%
O=C1C(=O)N(Cc2cccnc2)C(c2ccccn2)/C1=C(/O)c1ccccc1 (stereo unspecified) | -10%
O=S(=O)(c1cc(C(F)(F)F)ccc1Cl)N1CCCCCC1 | 10%
COc1cc(/C=C2/C(=N)N3C=CSC3=NC2=O)ccc1OCCCOc1c(C)cccc1C | -1%
CCOC(=O)C1=C(C)OC(N)=C(C(=O)OCC)C1c1ccncc1 (stereo unspecified) | -1%
COc1cccc(CN2CCN(C(=O)c3cccs3)CC2)c1OC | -7%
O=C(NCCc1ccccc1)C1c2ccccc2C(=O)N1C1CC1 (stereo unspecified) | -7%
CCOc1cc(/C=C2/NC(=O)N(CC(=O)Nc3cccc(C)c3)C2=O)ccc1OC | 2%
CCOc1ccc(/C=C2\C(=O)c3ccccc3OC2c2ccccc2)cc1 (stereo unspecified) | -2%
C=CCOc1c(Cl)cc(CNCCC)cc1Cl | -12%
CCOC(=O)CSc1nc2sc3c(c2c(=O)[nH]1)CCCC3 | -8%
COc1ccc2nc(NCCCNC(=O)c3cc(OC)c(OC)c(OC)c3)c(C#N)cc2c1 | -17%
CCCCCn1c(N2CCN(c3cccc(Cl)c3)CC2)nc2c1c(=O)[nH]c(=O)n2C | -6%
C/C(CC1CC2=C(CC1(C)C)C(C)(C)CCC2)=N\NC(N)=S (stereo unspecified) | -5%
O=S(=O)(c1ccc(Br)s1)N1CCN(c2ccccc2)CC1 | -12%
O=C(NCCC1=CCCCC1)C1CCN(c2nc3ccccc3o2)CC1 | -1%
COc1ccc(NC(=O)CSc2nc(N3CCCCC3)nc(N3CCCCC3)n2)cc1 | -11%
Cn1ccc(C(=O)OCC(=O)c2ccccc2)n1 | -2%&-7%
CCc1nnc(NC(=O)CCC(=O)N2CCN(C3CCCCC3)CC2)s1 | -6%
Cc1ccc(NC(=O)c2onc(C)c2Cl)cc1 | -7%
CCNC(=O)CCc1nc(-c2ccc(C(C)(C)C)cc2)no1 | -15%
CCOC(=O)c1sc(NC(=O)c2ccc(C)o2)nc1C | -22%
C1=C(N2CCOCC2)/C(=C/c2nc3ccccc3[nH]2)CC1 | 14%
NC(=O)NC(=O)CSc1nc(-c2ccccc2)c(-c2ccccc2)n1CC1CCCO1 (stereo unspecified) | -11%
CCCCn1nnnc1SCC(=O)N1CCCC1 | -20%
Cc1ccc(S(=O)(=O)NCCCCCC(=O)N(C)C)cc1 | -3%
CC(=O)NC1C(c2nc3ccccc3s2)=C(c2ccccc2)C(=O)N1c1ccc(C)cc1 (stereo unspecified) | 7%
Cn1c(SCC(=O)NCc2ccco2)nc2ccccc2c1=O | -8%
O=C(NCCc1c[nH]c2ccccc12)c1cc(S(=O)(=O)N2CCCCC2)ccc1N1CCOCC1 | -6%
COC(=O)CSc1nnc(SCc2ccc(Cl)cc2)s1 | -5%
O=S(=O)(Nc1cccc(-c2cn3cccnc3n2)c1)c1ccc(-c2ccccc2)cc1 | 2%
C/C(=C\c1ccccc1)CN(C)CCN(C)C | -10%
CCn1c(SCC(=O)Nc2ccc(OCc3ccccc3)cc2)nnc1-c1ccco1 | -7%
Cn1nccc1C(=O)Nn1cnnc1 | -1%
COc1ccc(C(=O)Nn2cnnc2)c(OC)c1 | -13%
Cc1[nH]c2ccccc2c1C(=O)CN1CCC2(CC1)OCCO2 | -5%
CCc1nc(C)ccc1OCC(=O)NCCCN(C)C | 6%
CCOC(=O)CSc1nnc(Cc2cc(=O)[nH]c(=O)[nH]2)n1-c1ccc(Cl)cc1 | -2%
CS(=O)(=O)NCc1csc(-c2ccccc2)n1 | 0%
CC1(C)Cc2nc3sc4c(=O)n(CC(N)=O)cnc4c3cc2CO1 | 6%

Following part:
SMILES | EphA4 KYL inhibition
O=C(Nc1ccc2snnc2c1)N1CCOCC1 | 1%
COc1cc(C2C(C#N)=C(N)Oc3c2ccc2ccccc32)ccc1OCC(=O)Nc1ccccc1C (stereo unspecified) | -2%
CCC(C)c1ccccc1NC(=S)Nc1cccnc1 (stereo unspecified) | -10%
O=C(NCc1ccco1)c1ccccc1-c1nc(-c2ccccc2)no1 | 0%
Cc1cc(C(=O)N2CCN(C(c3ccccc3)c3ccccc3)CC2)on1 | -1%
C=CCNC(=S)NNC(=O)COc1cccc(Cl)c1 | -10%
O=C(c1ccco1)N1CCN(S(=O)(=O)c2ccc3[nH]c(=O)oc3c2)CC1 | -10%
Cc1ccc(C(=O)Nc2ccc(Cc3ccncc3)cc2)cc1[N+](=O)[O-] | -5%
CCOC(=O)CN1C(=O)S/C(=C/c2ccc(N3CCCCC3)o2)C1=O | -10%
CCOC(=O)N1CCC(NC(=O)c2cc(S(=O)(=O)N3CCc4ccccc43)cn2C)CC1 | -9%
COc1ccc(C(=O)c2cnc3ccccc3c2-c2ccccc2)cc1 | -1%
CC(=O)c1sc(NC(=O)c2ccc(C)cc2)nc1C | -6%
O=C(NC1CCCCC1)C1CCCN(S(=O)(=O)c2cccs2)C1 (stereo unspecified) | -4%
COc1ccc(/C=c2\sc3nc(-c4ccccc4)c(-c4ccccc4)n3c2=O)cc1OC | 8.1µM*
Cn1c(=O)c2c(nc(CN3CCN(c4ccccc4)CC3)n2Cc2ccccc2Cl)n(C)c1=O | 0%
Cc1nc(-c2ccccc2)sc1C(=O)Nc1ccc(Br)cc1 | -1%

EphA4 KYL inhibition: what is marked active above
SMILES | EphA4 KYL inhibition
COc1ccc(/C=c2\sc3nc(-c4ccccc4)c(-c4ccccc4)n3c2=O)cc1OC | 8.1µM*

(more compounds)
SMILES | EphA4 KYL inhibition
FC(F)(F)COc1nc(N2CCOCC2)nc(N2CCN(Cc3ccccc3)CC2)n1 | -10%
CC(C)Cn1c(CN2C(=O)c3ccccc3C2=O)nc2ccccc2c1=O | 2%
NC(=O)SCC(=O)Nc1ccc(Cl)c(Cl)c1 | -8%&0%
CC1=CC(=NOC(=O)/C=C/c2ccccc2)C=C(C)C1=O | -8%
O=C(CCC1=NS(=O)(=O)c2ccccc2N1)NC1CCCCCCC1 | -11%
CSc1nc2ccccc2n1CC(=O)Nc1cc(C(F)(F)F)ccc1N1CCOCC1 | 3%
COc1ccc(N2C(=O)CCC(C(=O)N3CCCCCC3)C2c2ccc(OC)c(OC)c2)cc1 (stereo unspecified) | 1%
C/C(=N\NC(=O)CC1N=C(Cc2ccccc2)NNC1=O)c1ccccc1 (stereo unspecified) | 0%
CN(C)C(CNC(=O)CCCc1c[nH]c2ccccc12)c1ccco1 (stereo unspecified) | -5%
Cc1ccc(CN2CCN(CC(=O)NCc3ccc(Cl)cc3)C2=O)cc1 | 7%
Cc1c(Cl)c([N+](=O)[O-])nn1CC(=O)Nc1cc(C(F)(F)F)ccc1Cl | -6%
C/[N+]([O-])=C1\Cc2ccccc2C1=O | -2%
O=C1c2cccc3cccc(c23)C(=O)N1CC1CCN(S(=O)(=O)c2ccc(F)cc2)CC1 | 6%
CCOc1ccccc1NC(=S)N1CCC(NC(=O)NC23CC4CC(CC(C4)C2)C3)CC1 | -5%
CCCCCn1c(SCC2CCCO2)nc2cc(C(=O)N3CCC(C(N)=O)CC3)ccc2c1=O (stereo unspecified) | -3%
CC(C)(C)c1ccc(C(CC(=O)c2ccc(Br)cc2)S(=O)(=O)c2ccccc2)cc1 (stereo unspecified) | -5%

3 compounds already listed, ordered by count of non-hydrogen atoms, low to high:
SMILES | EphA4 KYL inhibition
CCCCn1nnnc1SCC(=O)N1CCCC1 | -20%
O=C(/C=C/c1ccc(Cl)cc1)Nc1ccc(Cl)cn1 | 4%
O=C(NCCC1=CCCCC1)C1CCN(c2nc3ccccc3o2)CC1 | -1%

Additional compounds
SMILES | EphA4 KYL inhibition
O=[N+]([O-])c1ccccc1/C=N/Nc1nccnc1Cl | -8%
COc1ccc(S(=O)(=O)Nc2ccc(C(=O)Nc3ccccc3)cc2)cc1Br | -4%
O=C(O)CCCC(=O)NCCCc1ccccc1 | -10%
O=C(Nc1ccc(Cl)c(F)c1)c1cnn2c1NC(c1ccc(Br)cc1)CC2C(F)(F)F (stereo unspecified) | 6%
CCCNC(=S)Nc1ccc(Br)cc1 | -10%
CCOC(=O)c1cnn(-c2cc(C)nc3c(-c4ccccc4)cnn23)c1N | 8%
CC1CCN(C(=O)CSc2nc3c(cnn3-c3ccccc3)c(=O)[nH]2)CC1 | -1%
COc1ccc(S(=O)(=O)Cc2ccc(C(=O)NCc3ccccn3)o2)cc1 | -8%
OCCc1ccc(-c2ccc(Cl)cc2)o1 | -7%
CCNC(=O)/C(=C/c1ccc2c(c1)OCO2)NC(=O)c1ccc(Br)cc1 | 15%
Nc1ccc(Oc2ccc3nc(-c4ccccc4)c(-c4ccccc4)nc3c2)cc1 | 0%
Cc1cccc(-n2c(O)c(C3=c4ccccc4=NC3=O)sc2=O)c1 | -3%
Nc1nc(-c2ccccc2)c(-c2ccccc2)s1 | -15%
O=C(c1ccc(F)cc1F)N(Cc1ccccn1)Cc1ccco1 | 6%
CC#CCCCC(=O)Nc1cc(OC)nc(OC)n1 | -2%
Oc1ccc(Br)cc1CN1CCN(CC2CC3C=CC2C3)CC1 (stereo unspecified) | 14%
CC1CCN(C(=S)c2cn(Cc3ccccc3F)c3ccccc23)CC1 | 10%
COc1cc(C2C(C#N)=C(N)Oc3cc(N(C)C)ccc32)cc2c1OCO2 (stereo unspecified) | -4%
Cc1ccc(S(=O)(=O)c2cc3ccccc3oc2=Nc2ccc3c(c2)OCO3)cc1 | -4%
CN(C)/C=C/C(=O)c1ccc(Cl)cc1 | -6%
Cc1cc(C)cc(NC2=NC3(CCCCC3)N=C(N)N2)c1 | -7%
COc1ccc(NC(=O)CC#N)cc1OC | -1%
COc1ccc(-c2cc3nc(C)cc(N)n3n2)cc1 | -13%
Cc1[nH]c2ccccc2c1C(=O)CN1CCSCC1 | -11%

Gathered by group, the entries above containing a CF3 group
SMILES | EphA4 KYL inhibition
O=S(=O)(c1cc(C(F)(F)F)ccc1Cl)N1CCCCCC1 | 10%
FC(F)(F)COc1nc(N2CCOCC2)nc(N2CCN(Cc3ccccc3)CC2)n1 | -10%
CSc1nc2ccccc2n1CC(=O)Nc1cc(C(F)(F)F)ccc1N1CCOCC1 | 3%
Cc1c(Cl)c([N+](=O)[O-])nn1CC(=O)Nc1cc(C(F)(F)F)ccc1Cl | -6%
O=C(Nc1ccc(Cl)c(F)c1)c1cnn2c1NC(c1ccc(Br)cc1)CC2C(F)(F)F (stereo unspecified) | 6%

Other records
SMILES | EphA4 KYL inhibition
O=C1N=c2ccc(Br)cc2=C1c1sc(=S)n(C(Cc2ccccc2)C(=O)O)c1O (stereo unspecified) | 16%
CCOC(=O)COn1c(=O)c(=O)n(O)c2ccccc21 | 1%
O=C(NC12CC3CC(CC(C3)C1)C2)c1ccc(S(=O)(=O)N2CCOCC2)cc1 | -1%
CCOC(=O)C1=C(C)NC(C)=C(C(=O)OCC)C1c1ccccn1 | -2%
CCc1ccc(-c2csc3[n+]2CCN3C(C)=O)cc1 | 1%
Cc1nc2cc(-c3cccc(F)c3)nn2c(C)c1CCC(=O)NC(C)CCc1ccco1 (stereo unspecified) | 0%
O=C(c1ccc(Cl)cc1)N1CCN(c2ccc([N+](=O)[O-])c(Sc3cccc4cccnc34)c2)CC1 | 0%
CCS(=O)(=O)N1CCN(C2CCC(c3ccccc3)CC2)CC1 (stereo unspecified) | -6%
CN1C(=O)OC2(C)CCc3ccccc3C12C (stereo unspecified) | -9%
Cc1nc(=O)c(-c2ccccc2)c(C)n1CCO | -10%
O=C(OCC(=O)c1cccs1)c1ccccc1 | 4%
N=c1sccn1CC(=O)Nc1cccc(Oc2ccccc2)c1 | -5%
Cc1cnc(C(=O)Nc2nnc(C3CC3)s2)cn1 | -17%
CC1(C)Oc2ccc(NC(=O)C3COc4ccccc4O3)cc2O1 (stereo unspecified) | 4%
CCOC(=O)N1CCN(C(=O)CN(c2ccc(Oc3ccccc3)cc2)S(C)(=O)=O)CC1 | -8%
O=C(CNC(=O)/C(=C\c1ccc(F)cc1)NC(=O)c1ccccc1)OCc1ccccc1 | -2%
